# FUS suppressor: qHTS for Suppressors of FUS Proteinopathy: Primary screen using FUS-linked yeast assay; S. cerevisiae FUS-expressing, growth rescue, OD600, 24 h; Potency, µM (highest dose often 76.6 µM), for inactives: at the highest dose growth rescue (activation), most hits filed as activators; hit rate 0.24% among 390,000;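 further: potency means the concentration at half of the fitted maximal effect; plate controls were DMSO vehicle for no effect and reference control for full effect; nearly all actives have a fitted effect of over 55% in size; some results filed as inactive show a strong effect at the top dose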
#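 Galactose (2%) drives FUS expression in yeast precultured in raffinose; seeding density OD 0.005. Test compounds incubated 24hr at 30C and 99% humidity before absorbance at 600 nm was measured.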
# GLP1R ag: qHTS of GLP-1 Receptor Agonists | AID 624172, 2012 | hit rate 0.007% among 380,000 | Glucagon-like peptide 1 receptor (Homo sapiens), P43220 | HEK293 GLP-1R CRE-luciferase, luminescence, 4-6 h; cells express a hypersensitive GLP-1R form | Potency, µM (doses to about 45.6 µM), inactives show at the highest dose activation, usual class: activators; further: potency means the concentration at half of the fitted maximal effect; % of control where 0% means no effect
# Target sequence (P43220 whole entry, looked up): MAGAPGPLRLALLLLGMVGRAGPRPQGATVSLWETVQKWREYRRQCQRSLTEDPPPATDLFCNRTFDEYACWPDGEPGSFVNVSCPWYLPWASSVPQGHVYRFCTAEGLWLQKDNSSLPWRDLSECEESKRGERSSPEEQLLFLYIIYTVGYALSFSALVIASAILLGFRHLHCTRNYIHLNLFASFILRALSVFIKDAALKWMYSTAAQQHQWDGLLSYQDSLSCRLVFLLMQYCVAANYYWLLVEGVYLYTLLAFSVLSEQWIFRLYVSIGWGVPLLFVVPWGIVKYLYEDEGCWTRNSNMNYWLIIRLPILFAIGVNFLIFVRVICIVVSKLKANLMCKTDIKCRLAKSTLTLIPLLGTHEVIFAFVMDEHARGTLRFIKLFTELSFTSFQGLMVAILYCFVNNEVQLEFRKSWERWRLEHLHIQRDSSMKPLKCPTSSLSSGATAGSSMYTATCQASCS
# aSyn rescue: qHTS of alpha-syn Inhibitors; Yeast expressing alpha-synuclein, growth rescue, BacTiter-Glo, 24 h; Potency, µM (highest dose often 46.1 µM), inactives show at the highest dose growth rescue (activation), hits mostly activators; hit rate 0.14% among 370,000; further: potency means the concentration at half of the fitted maximal effect; % of control where 0% means no effect; nearly all actives have a fitted effect of over 65% in size
#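 Galactose-induced alpha-syn yeast (OD600=0.02, raffinose-pregrown) + pinned cpd, 24 hr, 30 deg C; growth by BacTiter-Glo luminescence. Growth restoration scores as activation.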
# Abeta yeast res: qHTS for compounds that reverse cellular toxicity of Amyloid beta (A-beta) peptide in yeast: Primary Screen | yeast expressing A-beta42, growth rescue, OD600, 48 h; response scale: 0% DMSO, 100% iron-clioquinol control | Potency, µM (doses to about 46.1 µM), for the others: top-dose growth rescue, usual class: activators | hit rate 0.063% among 410,000 | AID 1347071, 2019; further: potency means the concentration at half of the fitted maximal effect; nearly all actives have a fitted effect of over 55% in size
#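 Growth rescue measured by 600 nm absorbance after 48 h yeast culture at 30 C with compound. Values normalized between DMSO and an equimolar ferric chloride plus clioquinol control.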
# GLP1R inv ag: qHTS of GLP-1 Receptor Inverse Agonists (Inhibition Mode); hit rate 1.6% among 410,000; Glucagon-like peptide 1 receptor (Homo sapiens), P43220; AID 624417, 2012; Potency, µM (doses to about 38.3 µM), for the others: at the top dose activity change, negative = inhibition, usual class: inhibitors; HEK293 GLP-1R CRE-luciferase, luminescence, 24 h; GLP-1R form is constitutively active; further: potency means the concentration at half of the fitted maximal effect; on the % scale 0 is the no-effect control and ±100 the full control effect; nearly all actives have a fitted effect of over 55% in size
#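 Inverse agonism was detected as reduced cAMP-driven luciferase luminescence after 24 h compound treatment. The cells were HEK293 clones expressing constitutively active human GLP-1R with the reporter. Reporter-only and GPR119 cell lines served as counterscreen controls.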
# D3 antag: qHTS of D3 Dopamine Receptor Antagonist: qHTS; D(3) dopamine receptor (Homo sapiens), P35462; D3R cells, DiscoveRx beta-arrestin luminescence, antagonist mode; hits give low values; max response, negative = inhibition, %; hit rate 2.5% among 360,000; in the data active means max response below about -50%; inconclusive means no clear call, values can overlap the other calls; further: on the % scale 0 is the no-effect control and ±100 the full control effect; mostly tested at two doses, the higher about 12 µM
#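 Cells expressing the human receptor were seeded at 1500 cells/well, incubated overnight at 37 degrees C in 5% CO2, then exposed to library compounds with dopamine controls for 90 minutes at 37 degrees C before luminescent detection.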
# TDP-43 yeast inh: qHTS of TDP-43 Inhibitors; hit rate 1.8% among 410,000; TDP-43 expressing yeast growth rescue, BacTiter-Glo, 24 h; Potency, µM (doses to about 46.1 µM), inactives show top-dose growth rescue (activation), usual class: activators; AID 652104, 2013; further: potency means the concentration at half of the fitted maximal effect; % of control where 0% means no effect; nearly all actives have a fitted effect of over 50% in size
#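 Cell-based yeast growth screen: TDP-43 expression induced in galactose, inoculum OD600=0.02 after raffinose pregrowth to mid-log. Read-out BacTiter-Glo luminescence at 24 hr, 30 deg C; inhibition of toxicity seen as signal increase.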
# PTHR1 agonist: qHTS for PTHR1 Agonists: Primary Screen | Potency, µM (top dose mostly 115 µM), for inactives: top-dose activation, hits mostly activators | AID 743266, 2014 | HEK293 GP2 PTHR1 cells, GloSensor cAMP luminescence, 1 h | hit rate 0.075% among 410,000; further: potency means the concentration at half of the fitted maximal effect; nearly all actives have a fitted effect of over 55% in size; some results filed as inactive show a strong effect at the top dose; inactives centre near -15; many of its hits are not listed in these tables
# Target sequence (Q03431 whole entry, looked up): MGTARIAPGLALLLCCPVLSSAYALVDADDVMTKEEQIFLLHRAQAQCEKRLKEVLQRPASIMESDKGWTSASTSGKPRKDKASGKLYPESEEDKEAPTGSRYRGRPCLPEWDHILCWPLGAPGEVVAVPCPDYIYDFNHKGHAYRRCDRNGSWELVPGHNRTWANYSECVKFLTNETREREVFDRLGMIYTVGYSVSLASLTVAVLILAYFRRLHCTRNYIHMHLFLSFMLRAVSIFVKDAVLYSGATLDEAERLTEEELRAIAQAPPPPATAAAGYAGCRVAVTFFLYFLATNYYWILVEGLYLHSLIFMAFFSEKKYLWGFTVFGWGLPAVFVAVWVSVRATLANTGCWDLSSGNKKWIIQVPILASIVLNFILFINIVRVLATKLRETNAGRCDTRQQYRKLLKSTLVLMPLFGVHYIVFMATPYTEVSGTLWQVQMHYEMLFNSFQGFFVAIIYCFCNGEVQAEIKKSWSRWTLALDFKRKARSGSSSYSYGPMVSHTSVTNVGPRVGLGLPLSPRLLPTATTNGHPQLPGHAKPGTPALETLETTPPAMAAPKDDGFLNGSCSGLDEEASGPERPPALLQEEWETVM
#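 HEK-293-derived GP2 cells expressing PTHR1 and a GloSensor cAMP reporter, 3,000/well, plated overnight, given luciferin plus IBMX (each 0.5 mM as added) for 1 h at 37 °C, then compound for 1 h at 37 °C. Luminescence was read after 15 min at room temperature.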
# Akt phos inh: HTS Assay for Inhibitors of Akt Phophorylation: Primary Screen. Neuro2A IGF-stimulated pAkt S473 HTRF, 20 min; hits give low values. activity change, % for hits at 50 µM. hit rate 0.32% among 360,000. AID 651550, 2012; in the data active means activity change below about -80%; inconclusive means mostly about -51% to -80%; further: on the % scale 0 is the no-effect control and ±100 the full control effect
#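 Neuro2A cells in DMEM with 0.5% FBS, overnight at 37 deg C, given compound at single 50 µM final, then IGF (6 nM final) for 20 min at 37 deg C. Lysed; phospho-Akt Ser473 by HTRF after 24 h, 665/615 ratio.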
# * marks the source's active call; other numbers are inactive results; i = inactive; ? = inconclusive; · = not tested or not shown; & = joins results of further samples; [ ] = another dose, or the depositor's remark. Unless noted, the call rests on the fitted dose curve; in most records, active means well fitted curve in the direction sought with a large enough effect; inconclusive means small, poorly fitted or top-dose-only effect, or another doubt; inactive means no such curve, though single readings can be large; an effect the other way counts as inactive or inconclusive. Some of the compounds tested; rates above refer to the full screens.
Structure	FUS suppressor	Abeta yeast res	Akt phos inh	TDP-43 yeast inh	GLP1R inv ag	aSyn rescue	GLP1R ag	PTHR1 agonist	D3 antag
CCn1c(SCC(=O)OC)nc2cc(S(=O)(=O)N3CCOCC3)ccc21	-16%	19%	i	11%	14%	1%	1%	i	1
COC(=O)c1sccc1NC(=O)Cn1nnc(-c2ccccc2C)n1	18%	11%	i	1%	-22%	-4%	17%	-34%[inhibitor]	15
CC/C(=N\NC(=S)Nc1cccc(C)c1)c1ccccc1	?	-11%	i	-6%[9.22 µM]	?	-12%	14%	i	?
CC(C)(C)c1ccc(C(=O)NC(Cc2c[nH]c3ccccc23)C(=O)OCC(=O)c2ccc(Br)cc2)cc1 (stereo not given)	?	-11%	·	-7%	?	·	·	-23%	·
Cc1sc2ncnc(NCC(C)(C)N3CCOCC3)c2c1C	-2%	8%	i	11%	-29%	4%	11%	-14%	-7
CCc1ccc(NC(=O)c2sc3nc(C)c(Cl)c(C)c3c2NC(=O)c2ccccc2)cc1	-18%	-15%	·	21%	17%	-8%	6%	-12%	·
Cc1ccc(SCC(=O)OCC(=O)NC2CCCCCCC2)cc1	-1%	10%	i	-11%	27%	3%	-4%	-19%	10
CC(=O)N(Cc1cc(=O)[nH]c2ccccc12)c1cccc(C)c1	41%	9%	i	12%	-16%	3%	3%	-31%[inhibitor][57.5 µM]	6
CC(=O)Nc1ccc(N2CCOCC2)c(Cl)c1	-9%	-3%	i	8%	0%	-8%	-5%	-17%	-11
Cc1cc2c(NCCc3ccccc3)ncnc2s1	20%	2%	i	?	?	-15%	-1%	-93%[inhibitor]	6
Cc1cccc(OCC(=O)NCCc2nc3ccccc3[nH]2)c1C	9%	-9%	·	16%	16%	·	·	-1%	·
CCOc1cccc(C(=O)NC(=S)Nc2cccc(C)c2)c1	-1%	?	i	35µM*	-41%	-22%	14%	-15%	6
CCN(CC)CCCN=C1N[C@@H](c2cccc(F)c2)C(C(=O)OC)=C(C)N1Cc1ccccc1	-16%	-12%	i	0%	?	4%	-3%	12%	-13
COc1cc(OC)c(NC(=O)N2CC=C(c3c[nH]c4ccccc34)CC2)cc1Cl	24%	-17%	·	14%	-5%	·	·	i	·
COc1ccc(CN(C(=O)CSc2nnc(-c3ccccc3C)o2)c2ccc(F)cc2)cc1	15%	1%	i	11%	?	2%	2%	-48%[inhibitor]	-17

# 6 entries from above, with values under each structure.
# Screens in order – FUS suppressor | Abeta yeast res | Akt phos inh | TDP-43 yeast inh | GLP1R inv ag | aSyn rescue | GLP1R ag | PTHR1 agonist | D3 antag
- CC(C)(C)c1ccc(C(=O)NC(Cc2c[nH]c3ccccc23)C(=O)OCC(=O)c2ccc(Br)cc2)cc1 (stereo not given)
 : ? | -11% | · | -7% | ? | · | · | -23% | ·
- Cc1sc2ncnc(NCC(C)(C)N3CCOCC3)c2c1C
 : -2% | 8% | i | 11% | -29% | 4% | 11% | -14% | -7
- CCc1ccc(NC(=O)c2sc3nc(C)c(Cl)c(C)c3c2NC(=O)c2ccccc2)cc1
 : -18% | -15% | · | 21% | 17% | -8% | 6% | -12% | ·
- Cc1ccc(SCC(=O)OCC(=O)NC2CCCCCCC2)cc1
 : -1% | 10% | i | -11% | 27% | 3% | -4% | -19% | 10
- CC(=O)N(Cc1cc(=O)[nH]c2ccccc12)c1cccc(C)c1
 : 41% | 9% | i | 12% | -16% | 3% | 3% | -31%[inhibitor][57.5 µM] | 6
- CC(=O)Nc1ccc(N2CCOCC2)c(Cl)c1
 : -9% | -3% | i | 8% | 0% | -8% | -5% | -17% | -11

# Continuation:
Structure	FUS suppressor	Abeta yeast res	Akt phos inh	TDP-43 yeast inh	GLP1R inv ag	aSyn rescue	GLP1R ag	PTHR1 agonist	D3 antag
[O-]/[N+](=C\C=C\c1ccccc1)c1ccccc1	-9%	-9%	i	-13%	22%	-2%	-2%	-15%	-6
COc1ccccc1CNC(=O)C1CCCN(S(=O)(=O)c2cccc3nsnc23)C1 (stereo not given)	16%	1%	i	-17%	-10%	-12%	7%	i	-24
Cc1cc2cc(CNC(=O)CCC(=O)O)ccc2[nH]1	12%	5%	i	-13%	0%	3%	-10%	i	14
CCOC(=O)c1ccc(NC(=O)Cn2nnc3ccccc32)cc1	5%	-1%	i	5%	?	5%	-21%	-22%	-8
Cc1cc(C)cc(N(CCC#N)C(=O)COC(=O)C2=COCCO2)c1	2%	8%	i	14%	4%	-3%	-10%	i	-13
N[C@@H](C(=O)N[C@@H]1C(=O)N2C(C(=O)O)=C(Cl)CS[C@H]12)c1ccccc1	6%	-7%	i	28%	8%	-15%	-2%&0%	5%	-6
CCCN1Cc2cccc(C(=O)NCc3ccc(C)cc3)c2C1=O	16%	-13%	i	1%	-15%	-1%	16%	0%	37
COc1nc(NCCO)nc(Nc2cc(Cl)ccc2OC)n1	22%	5%	i	-9%	13%	-5%	9%	-36%	-1
Cc1cc(C(=O)CSc2n[nH]c(-c3ccccc3F)n2)c(C)n1Cc1cccs1	27%	1%	i	?	?	2%	-3%	-15%	0
Cc1nc(SCC(=O)Nc2ccccc2F)[nH]c(=O)c1Cc1ccccc1	19%	-7%	·	6%	0%	·	·	i	·
Cc1ccc(C(=O)O/N=C(\N)Cc2cccc3ccccc23)cc1	22%	-3%	i	?	?	-29%	?	-43%	-25
CC(=O)Nc1ccc(C(=O)NC(C)c2ccc(-n3ccnc3)cc2)cc1 (stereo not given)	·	2%	i	9%	16%	0%	11%	i	-15
C=CCNC(=O)c1ccc(NC(=O)CC2SC(N3CCCC3)=NC2=O)cc1 (stereo not given)	12%	1%	i	-1%	0%	5%	-4%	i	4
Cc1nnc(NC(=O)c2cccc(Br)c2)s1	-29%	-7%	i	-7%	23%	-4%	-5%	i	55
Cc1noc(C)c1C(=O)OCC(=O)Nc1c(F)cccc1F	-12%	9%	i	?	-6%[0.307 µM]	14%	2%	i	-10
Cc1ccccc1NC(=O)CN1C(=O)NC2(CCc3ccccc32)C1=O (stereo not given)	-10%	-20%	i	1%	0%	-14%	0%	-8%	-9
Cc1cc(C(=O)OCC(=O)Nc2cc(C)on2)c2ccccc2n1	43%	9%	i	9%	3%	-1%	9%	-18%[57.5 µM]	-15
O=C(NCc1ccc2c(c1)OCO2)C1CCCN1C(=O)Nc1cccc(Cl)c1 (stereo not given)	46%	-1%	i	6%	-11%	6%	1%	-15%[57.5 µM]	-16
COc1ccc(CN(C)C(=O)C2CSC3(C)CCC(=O)N23)cc1OC (stereo not given)	-15%	-17%	i	-14%	33%[activator]	-5%	18%	i	-15
Cc1ccc(CCSc2ccc(C(C)C)cc2)cn1	1%	12%	i	-13%	?	-47%[inhibitor]	9%	-59%[inhibitor]	22
CN(C)c1ccc(C=NNC(=O)c2cccnc2)cc1	·	-7%	i	-10%	0%	0%	3%	i	13
CCN(Cc1ccccc1)C(=O)CCNS(=O)(=O)c1cc(Br)cnc1N	15%	15%	i	-3%	?	8%	6%	i	-1
Cc1cccc(C)c1Nc1sc(C(=O)c2ccccc2)c(N)c1C(=O)Nc1ccc(F)cc1	?	1%	·	3%	11µM*	·	·	-35%	·
O=C(Nc1cccc(Cl)c1)ON=C1c2ccccc2-c2ccccc21	-27%	-51%[inhibitor]	i	?	?	1%	0%	i	-6
Cc1ccc(C)c(OCc2nnc(N)s2)c1	-6%	-11%	i	27%	5%	-1%	1%	i	4
CC1=NN(C(=O)c2nn(C)cc2Br)C(O)(C(F)(F)F)C1 (stereo not given)	·	5%	i	9%	-10%	0%	15%	i	-21
CC1(C)CC(=O)C2=C(C1)Nc1ccccc1NC2c1cccc(F)c1 (stereo not given)	12%	-39%[inhibitor]	i	-28%	-10%	-4%	4%	3%	-19
CC(C)CNS(=O)(=O)c1ccc(S(=O)(=O)N2CCCN(Cc3ccccc3)C2)cc1	12%	13%	i	-15%	0%	-4%	1%	0%	-8
CCCC(=O)Nc1c2c(nn1-c1ccc(OC)cc1)CS(=O)C2 (stereo not given)	28%	10%	i	-6%	5%	-11%	-1%	?	6
CC(C)(CO)NS(=O)(=O)c1ccc2c(c1)Cc1cc(S(=O)(=O)NC(C)(C)CO)ccc1-2	27%	4%	i	-6%	56%[activator]	4%	1%	-34%[inhibitor]	3
COc1ccc(N2C(=O)CC(N3CCN(c4cccc(Cl)c4)CC3)C2=O)cc1 (stereo not given)	-2%	19%	i	0%	-3%	-1%	-3%	-55%[inhibitor]	-17

# Assay outcomes (PubChem BioAssay)
